Compound activity from PubChem BioAssay.
RmlCD inh 1536: blocks M. tuberculosis RmlC and RmlD coupled enzymes; P9WH09+P9WH11; RmlC+RmlD coupled enzyme assay, percent inhibition; primary screen in compound mixtures; inhibition, % at 3.6 µM; hit rate 0.03% among 160,000; in the data active means inhibition mostly above about 34%, no sharp cut-off; further: some results filed as inactive read as strong as hits
Target sequence (P9WH09 whole entry, looked up): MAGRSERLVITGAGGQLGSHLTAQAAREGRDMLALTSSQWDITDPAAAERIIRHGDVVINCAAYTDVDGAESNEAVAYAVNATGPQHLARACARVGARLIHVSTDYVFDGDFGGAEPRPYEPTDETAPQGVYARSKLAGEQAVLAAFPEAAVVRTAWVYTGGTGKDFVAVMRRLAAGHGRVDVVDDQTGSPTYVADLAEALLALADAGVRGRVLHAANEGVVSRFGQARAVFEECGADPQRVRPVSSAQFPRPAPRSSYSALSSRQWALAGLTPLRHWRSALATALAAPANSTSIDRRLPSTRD
Target sequence (P9WH11 whole entry, looked up): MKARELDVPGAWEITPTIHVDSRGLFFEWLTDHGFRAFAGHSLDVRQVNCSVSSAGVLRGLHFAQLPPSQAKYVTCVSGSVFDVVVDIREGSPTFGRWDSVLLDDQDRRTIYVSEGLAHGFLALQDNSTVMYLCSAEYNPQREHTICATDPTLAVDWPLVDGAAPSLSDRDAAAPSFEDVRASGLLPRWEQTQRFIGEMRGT
M. tuberculosis GlmU: inhibition of mycobacterial GlmU enzyme – biochemical, glucosamine-1-phosphate acetyltransferase (AID 1376); hit rate 0.25% among 220,000; M. tuberculosis GlmU acetyltransferase enzyme assay; higher % means a stronger effect; inhibition, %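 (tested at 30 µM in the primary screen)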; hits with a dose series show IC50 in µM; in the data active means inhibition above about 13%;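 further: 0% = complete reaction with vehicle and 100% = reaction without substrate; strong numbers were not always called active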
* = called active by the depositor; . = no result given; & = joins results of further samples. An excerpt; the hit share may differ from the screen's.

A first look, six compounds:
no.	Molecule	RmlCD inh 1536	M. tuberculosis GlmU
1	Cc1ccc(C(C(=O)NC2CCCCC2)N(CCC(C)C)C(=O)CNC(=O)c2ccco2)o1 (stereo not drawn)	-4	3.5%
2	Cc1cc(NC(=O)CN2CCCC(C)C2)no1 (stereo not drawn)	-6	1.9%
3	COc1cccc(CC2(CO)CCCN(C/C=C/c3ccccc3OC)C2)c1 (stereo not drawn)	5	-3.8%
4	Cc1ccc(-c2cc(C(=O)N/N=C/c3c(C)nn(-c4ccccc4)c3C)[nH]n2)cc1	10	.
5	Cc1c(N)c(C)c([N+](=O)[O-])c(C)c1[N+](=O)[O-]	5	4.2%
6	CC(C)c1ccc2c(c1)C(c1ccc(N3CCOCC3)cc1)=NNC(c1cccs1)=N2	.	5.4%

The whole of this part (from the top)
no.	Molecule	RmlCD inh 1536	M. tuberculosis GlmU
1	Cc1ccc(C(C(=O)NC2CCCCC2)N(CCC(C)C)C(=O)CNC(=O)c2ccco2)o1 (stereo not drawn)	-4	3.5%
2	Cc1cc(NC(=O)CN2CCCC(C)C2)no1 (stereo not drawn)	-6	1.9%
3	COc1cccc(CC2(CO)CCCN(C/C=C/c3ccccc3OC)C2)c1 (stereo not drawn)	5	-3.8%
4	Cc1ccc(-c2cc(C(=O)N/N=C/c3c(C)nn(-c4ccccc4)c3C)[nH]n2)cc1	10	.
5	Cc1c(N)c(C)c([N+](=O)[O-])c(C)c1[N+](=O)[O-]	5	4.2%
6	CC(C)c1ccc2c(c1)C(c1ccc(N3CCOCC3)cc1)=NNC(c1cccs1)=N2	.	5.4%
7	O=C(Nc1ccc(F)c([N+](=O)[O-])c1)C1CC(=O)N(Cc2ccccc2)C1 (stereo not drawn)	5	1.2%
8	O=C(Nc1ccc2c(c1)OCCO2)NC12CC3CC(CC(C3)C1)C2	4	0.6%
9	COCCNC(=S)N=Nc1c(O)[nH]c2c(C)cc(C)cc12	-6	-3.7%
10	COCC(=O)n1nc(-c2ccc(Cl)cc2)nc1NCc1ccc(F)cc1	-6	2.8%
11	O=C(Nc1nc2ccsc2c(=O)s1)c1ccc(Cl)cc1	18	5.0%
12	CCOC(=O)N1CCC(c2nc(C)sc2C(=O)O)CC1	.	5.1%
13	COc1ccc(CN(C(=O)/C=C/c2ccccc2Cl)C2CCS(=O)(=O)C2)cc1 (stereo not drawn)	-9	5.7%
14	O=C(C1CCCN(Cc2cccc(F)c2)C1)N1CCCCC1 (stereo not drawn)	-17	0.1%
15	CNC(=S)NNC(=O)c1sccc1OCc1ccc(Cl)cc1Cl	1	3.1%
16	Cc1ccccc1-c1nc(CS(=O)(=O)CC(=O)NCCCN2CCCC2=O)c(C)o1	.	3.3%
17	Cc1cc2n(n1)C(c1cn(-c3ccccc3)nc1C)Nc1ccccc1-2 (stereo not drawn)	-1	0.5%
18	COc1ccc(N/N=C(/C(C)=O)N2CCCc3ccccc32)cc1	4	5.9%
19	NC(=O)CNC(=O)[C@@H]1CC2(CC(c3ccc(Cl)cc3)=NO2)CN1C(=O)c1ccc(Br)cc1 (stereo partly drawn)	.	4.3%
20	Cc1ccc(CNC(=O)Cn2c(=O)c3sccc3n(Cc3ccc([N+](=O)[O-])cc3)c2=O)cc1	.	2.1%
21	CCCCOc1cccc(C2(C(=O)O)CCCC2)c1	7	4.9%
22	Cc1ccc(-n2cc(CNCCCn3cccn3)c(-c3cccc(C)c3)n2)cc1	.	-11%
23	Cn1c(C(=O)NCCN2CCc3ccccc3C2)cc2c(=O)n(C)c3ccccc3c21	5	3.2%
24	Nc1nc(SCC(=O)NCCO)nc2sc3c(c12)CCCC3	-5	0.2%
25	O=C(COC(=O)CNC(=O)c1ccco1)Nc1ccccc1OC(F)F	6	2.9%
26	CCOc1cc(/C=C2\SC(=N)N(c3nonc3N)C2=O)ccc1OCC(N)=O	.	2.7%
27	Cc1ccc(NS(=O)(=O)c2ccc(Br)s2)cc1S(=O)(=O)N1CCOCC1	-14	5.7%
28	Cc1cc[n+](CC(=O)c2cccs2)cc1	-5	2.8%
29	Cc1ccc(C(=O)CSc2ncn[nH]2)cc1	.	1.0%
30	COC(CNC(=O)C1CC(=O)N(CCc2ccccc2)C1)OC (stereo not drawn)	.	-2.9%
31	CCOC(=O)COc1ccc2cc(C(=O)OCC)c(=O)oc2c1	-4	.
32	CCOC(=O)NNC(=O)CCn1c2c(c3ccccc31)CCCC2	-3	1.0%
33	Cc1cc(=O)oc2cc(OCCCC[n+]3ccccc3)ccc12	3	-3.7%
34	Cc1ccc(Nc2nnc(SC3CCOC3=O)s2)cc1 (stereo not drawn)	8	-2.7%
35	O=C(CCN1C(=O)/C(=C\c2cccs2)SC1=S)NC1=NCCS1	3	7.3%
36	CCCNC(=O)C/C(C)=N/NC(=O)COc1ccc(C)cc1Br	.	-7.9%
37	Cc1ccc(NC(NC(=O)Cc2ccccc2)C(Cl)(Cl)Cl)cc1 (stereo not drawn)	-7	-3.6%
38	O=C(Nc1cc(S(=O)(=O)N2CCCC2)ccc1Cl)C1=COCCO1	-6	-0.1%
39	COc1cccc2c(=O)n(CC(=O)N3CCc4ccccc43)ccc12	-9	1.3%
40	CCOC(=O)c1ccc(OC)c(OC)c1Cl	1	-1.6%
41	O=C(CN1C(=O)C2C3C=CC(C3)C2C1=O)Nc1ccc2c(c1)OCCO2 (stereo not drawn)	0	-2.6%
42	CC(c1ccon1)N(C)Cc1cn(C)nc1-c1cccc(Cl)c1 (stereo not drawn)	-4	1.3%
43	Cc1ccc(NC(=S)N(CCN2CCOCC2)Cc2cc3cc4c(cc3[nH]c2=O)OCO4)cc1	.	-0.7%
44	CN1[C@@H]2CC(OC(=O)[C@H](CO)c3ccccc3)C[C@H]1[C@@H]1O[C@@H]12 (stereo partly drawn)	.	4.3%&0.3%
45	Cc1cc(N)n2ncc(-c3ccccc3)c2n1	4	3.5%
46	COc1ccc(CCn2c(N3CCN(Cc4ccccc4)CC3)nc3c2c(=O)[nH]c(=O)n3C)cc1	66	-0.4%
47	CN1/C(=C\C=N\NC(=O)c2ccc(O)cc2)C(C)(C)c2ccccc21	3	3.9%
48	Cc1nn(CC(=O)Nc2ccc(Cl)cn2)c(C)c1[N+](=O)[O-]	-13	2.5%
49	Cc1ccc(S(=O)(=O)N2CCN(C(=O)c3cc4c(C)nn(-c5ccccc5)c4s3)CC2)cc1	.	-3.0%
50	O=C1/C(=C/c2cccs2)SC(=S)N1c1cccc(O)c1	13	1.9%
51	CCOC(=O)N1CCC(NC(=O)c2cc(C(=O)Nc3ccc(S(=O)(=O)N4CCCCC4)cc3)ccc2CO)CC1	11	1.8%
52	Cc1ccccc1C(=O)Nc1ccccc1C(=O)NCc1ccccc1	.	-5.5%
53	CC(C)OC(=O)c1cc(C(=O)c2cc(Br)ccc2O)coc1=N	35	11%
54	O=C1/C(=C\c2ccco2)SC(=S)N1Cc1ccccc1	-6	-1.3%
55	CC(C)NC(=S)N/N=C/c1ccc2c(c1)OCCO2	9	-4.0%
56	Cc1csc(SCC(=O)NCc2ccccc2Cl)n1	12	-1.1%
57	CCOC(=O)c1c(NC(=O)c2cccc(N3C(=O)CCC3=O)c2)sc(C)c1C	-1	5.3%
58	O=C(NCc1ccccn1)c1ccc(CNS(=O)(=O)c2cccc(C(F)(F)F)c2)cc1	11	4.0%
59	Cc1nc2sc(C(c3ccccc3)N3CCOCC3)c(O)n2n1 (stereo not drawn)	.	-4.5%
60	CC1CN(C(=O)c2scc3c2OCCO3)CC(C)O1 (stereo not drawn)	6	0.8%

Quoted from the entries so far for reference:
no.	Molecule	RmlCD inh 1536	M. tuberculosis GlmU
58	O=C(NCc1ccccn1)c1ccc(CNS(=O)(=O)c2cccc(C(F)(F)F)c2)cc1	11	4.0%
59	Cc1nc2sc(C(c3ccccc3)N3CCOCC3)c(O)n2n1 (stereo not drawn)	.	-4.5%
60	CC1CN(C(=O)c2scc3c2OCCO3)CC(C)O1 (stereo not drawn)	6	0.8%

More records.
no.	Molecule	RmlCD inh 1536	M. tuberculosis GlmU
61	CC(=O)Nc1ccccc1C(=O)C(=O)Nc1cccc(C(=O)N2CCC3(CC2)OCCO3)c1	4	2.3%
62	CCC1(C)Cc2c(sc3nc(NN)n(C)c(=O)c23)CO1 (stereo not drawn)	.	-3.8%
63	O=C1NC(=O)N(c2ccc(F)cc2)C(=O)/C1=C/c1ccc2c(c1)CCCN2Cc1ccccc1	71	-0.8%
64	COc1ccc(Nc2ncnc3c2cnn3-c2cccc(C)c2)cc1OC	.	-2.7%&-0.8%
65	O=c1[nH]c2ccccc2nc1N1CCOCC1	.	-1.0%
66	COc1cccc2c(=O)c3c(cnn3C)n(C)c12	6	.
67	CC(C)(C)C(=O)NC(=S)Nc1sc2c(c1C#N)CCCCC2	7	2.0%
68	CC(=O)Nc1ccc(Nc2cc(C)nc3c(-c4ccccc4)cnn23)cc1	-6	0.9%
69	C=CCn1c(SCc2nc3ccccc3c(=O)[nH]2)nc2scc(C3CC3)c2c1=O	14	-3.7%
70	CCN1CC2=C(OC(N)=C(C#N)C2c2cccs2)/C(=C/c2cccs2)C1 (stereo not drawn)	14	-0.8%
71	CC(=O)Nc1ccc(NC(=O)CCCCCN2C(=O)c3ccccc3C2=O)cc1	-2	-1.7%
72	COc1ccc2c(c1)c(=O)oc1cc(OCC(=O)N3CCCC(C)C3)ccc12 (stereo not drawn)	61	-1.6%
73	COc1cc(NC(=O)c2ccccc2Cl)c(OC)cc1NC(=O)CN1CCOCC1	2	-0.1%
74	O=C(COC(=O)c1ccccc1Br)Nc1cc(S(=O)(=O)N2CCOCC2)ccc1N1CCCC1	8	-6.9%
75	COc1cccc(-c2noc(CCC(=O)NCC3CCCO3)n2)c1 (stereo not drawn)	.	-1.1%
76	COCCCn1c(=O)/c(=C\c2ccccc2OC(F)F)s/c1=C(/C#N)C(=O)NC(C)C	-8	-2.5%
77	CC1=C(C(=O)NCc2ccccc2)C(c2ccc(C)o2)n2ncnc2N1 (stereo not drawn)	-6	4.7%
78	Nc1ccc(O)cc1C(=O)OCC(=O)c1ccc(C2CCCCC2)cc1	10	5.5%
79	CCc1nnc(NC(=O)c2sc3nc4c(cc3c2N)CCCCCC4)s1	-4	-4.3%
80	CCOC(=O)C(=O)Nc1ccccc1C(=O)OCC	-15	2.4%
81	COCCOC(=O)c1cc(C(=O)c2cc(Cl)ccc2O)coc1=N	8	-2.4%
82	Nc1cccnc1Sc1cc(Cl)c(Cl)cc1Cl	15	-2.3%
83	CCOc1ccc(OCCOc2ncnc3ccccc23)cc1	18	0.0%
84	CCC(C)NC(=O)CSc1c2c(nc3ccccc13)CCCC2 (stereo not drawn)	13	0.0%
85	COc1ccc(NC(=O)CC(CC(=O)O)c2cc(OC)c(OC)c(OC)c2)cc1 (stereo not drawn)	.	-0.7%
86	S=c1[nH]nc(-c2ccc(Cl)cc2)n1-c1cccnc1	5	1.7%
87	CS(=O)(=O)N(CC(=O)NCCSCc1cccc(Cl)c1)c1ccc2c(c1)OCO2	.	-1.9%
88	COc1ccc(S(=O)(=O)N(CC(=O)NCC2CCCO2)c2ccccc2)cc1OC (stereo not drawn)	.	-4.3%
89	Cc1cc2c(N=NC(=O)CCc3ccccc3)c(O)[nH]c2cc1Br	-14	2.8%
90	CCNc1nc(SCC(=O)OC)nc(N2CCOCC2)n1	.	-1.9%
91	O=C(C1CCCN1S(=O)(=O)c1ccc(Cl)c(Cl)c1)N1CCCCC1 (stereo not drawn)	-8	0.8%
92	O=C(c1cc(-c2ccccn2)nc2c(Cl)cccc12)N1CCN(S(=O)(=O)c2ccccc2)CC1	-6	-0.8%
93	O=C1NC(=S)N(Cc2ccco2)C(=O)/C1=C\c1cccs1	5	96%*
94	CC(C)c1onc(C(=O)N(C)Cc2ccccc2)c1[N+](=O)[O-]	.	-11%
95	CCCn1c(SCC(=O)Nc2nc(-c3ccc(OC)cc3)cs2)nc2c1c(=O)n(C)c(=O)n2C	.	4.8%
96	S=C(NCc1ccccc1)NCc1ccc(CNC(=S)NCc2ccccc2)cc1	.	3.6%
97	Cc1nn(C(=O)c2cccs2)c(C)c1CN1C(=O)c2ccccc2C1=O	-10	9.7%
98	CCCC(CCC)C(=O)Nc1ccc2c(c1)N(C(=O)CN1CCN(C)CC1)c1ccccc1CC2	14	-4.7%
99	CCCCOc1ccc(-c2nnc(-c3ccncc3)o2)cc1	60	-1.2%
100	CC(=O)c1cc(C#N)c(SCC(=O)O)nc1C	.	0.1%
101	CC1CCN(CCCNC(=O)c2ccc(CSCc3cccc(Cl)c3)o2)CC1	5	-1.2%
102	CSc1nnc(-c2ccccc2)o1	.	-0.2%
103	O=C(NCc1cccnc1)c1ccc(-c2cccc(Cl)c2Cl)o1	7	4.1%
104	Cc1nn(Cc2ccccc2)c(C)c1NC(=O)c1cc(-c2cccs2)on1	.	5.2%
105	c1ccc2c(c1)[nH]c1c(N3CCCC3)ncnc12	-6	-3.4%
106	Cc1cc(N2CCCCC2)n2nc(C)c(-c3ccccc3)c2n1	1	-4.6%
107	CCN(CC)C(=O)c1c(C)[nH]c(=S)c(C#N)c1-c1ccco1	0	4.9%
108	COc1ccc(NC(=O)c2noc3c2CCCCC3)cc1	12	6.1%
109	O=C(Nc1ccc(C(F)(F)F)cc1)C1(c2ccccc2)CC1	-5	2.5%
110	CC(C)Oc1ccc(Cc2c(O)[nH]c(=O)[nH]c2=O)cc1	23	-0.2%
111	Cn1c(N)c(C(=O)c2cc(-c3ccccc3)nc3ccccc23)c(=O)n(C)c1=O	-4	-0.1%
112	Cc1c(NC(NC(=O)CF)C(Cl)(Cl)Cl)c(=O)n(-c2ccccc2)n1C (stereo not drawn)	3	-3.2%
113	O=c1n(-c2ccccc2)c(=O)n2n1CC(O)C2	6	-1.8%
114	COC(=O)CCC(=O)Nc1ccccc1C(N)=O	-6	-4.5%
115	CCOC(=O)c1nn(-c2ccc(C)cc2)c2nc(Nc3ccccc3)cc(=O)n12	-22	1.1%
